Screens from PubChem.
LMPTP block: blocks human LMPTP phosphatase | recombinant LMPTP-A, OMFP fluorogenic substrate, fluorescence intensity | AID 651560 | inhibition, % at 20 µM | hit rate 0.22% among 360,000 | P24666;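 active means compounds that cut the enzyme signal by at least half of the control window in the single-dose screen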;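 further: plate controls were DMSO wells with enzyme plus substrate for no effect and substrate without enzyme for full effect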
Target sequence (P24666 whole entry, looked up): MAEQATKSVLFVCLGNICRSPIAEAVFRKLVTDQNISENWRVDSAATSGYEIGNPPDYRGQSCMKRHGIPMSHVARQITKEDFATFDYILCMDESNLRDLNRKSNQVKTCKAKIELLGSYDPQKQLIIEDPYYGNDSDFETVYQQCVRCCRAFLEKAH
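material = LMPTP-A | quantity = 0.625 nM enzyme | reagent = OMFP substrate, 400 µM final | buffer or medium = Bis-Tris pH 6.0, DTT, detergent | detection = endpoint fluorescence intensity from OMFP dephosphorylation | dosing = single 20 µM dose | read-out basis = % inhibition relative to no-enzyme and uninhibited control wells | control set = no-enzyme and uninhibited controls | timing = 50 min at room temperature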
STEP inh: STEP (human) phosphatase inhibition. P54829. recombinant STEP, OMFP fluorogenic substrate, fluorescence. inhibition, % at 20 µM. hit rate 0.25% among 360,000. AID 588621;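 active means inhibition at 20 µM, scaled per plate between control wells, above about 37%, limit read from the data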;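 further: 0% = DMSO with enzyme and substrate and 100% = substrate only without enzyme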
Target sequence (P54829 whole entry, looked up): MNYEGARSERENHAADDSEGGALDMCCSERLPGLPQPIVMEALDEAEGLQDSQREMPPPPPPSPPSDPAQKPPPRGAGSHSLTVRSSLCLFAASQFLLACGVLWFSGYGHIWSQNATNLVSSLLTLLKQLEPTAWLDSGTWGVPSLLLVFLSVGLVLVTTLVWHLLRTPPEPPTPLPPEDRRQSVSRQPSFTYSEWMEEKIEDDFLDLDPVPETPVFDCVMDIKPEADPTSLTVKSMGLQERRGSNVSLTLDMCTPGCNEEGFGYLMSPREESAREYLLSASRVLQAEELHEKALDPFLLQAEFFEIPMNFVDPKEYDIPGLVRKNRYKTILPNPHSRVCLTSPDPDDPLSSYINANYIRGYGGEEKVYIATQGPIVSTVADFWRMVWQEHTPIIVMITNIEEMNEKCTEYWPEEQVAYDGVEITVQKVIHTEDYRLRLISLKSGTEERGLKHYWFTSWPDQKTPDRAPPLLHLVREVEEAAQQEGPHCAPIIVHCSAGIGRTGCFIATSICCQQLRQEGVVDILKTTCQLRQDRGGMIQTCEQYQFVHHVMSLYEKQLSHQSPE
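Material: STEP (striatal-enriched tyrosine phosphatase) enzyme, cell-free; Compound dosing: 20 µM single dose in 1% DMSO; Technique: fluorescence read at 480 nm ex / 540 nm em; Times: reaction 20 min, ambient temperature; Medium: 50 mM Bis-Tris pH 6.0 with 2.5 mM DTT and 0.005% Tween 20; Also added: OMFP at 25 µM.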
Scp-1 inhibitor: blocks human Scp-1 phosphatase activity; Q9GZU7; Recombinant Scp1, phosphopeptide, malachite green phosphate absorbance; AID 493091; hit rate 0.88% among 340,000; inhibition, % at 20 µM;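 active means inhibition above about 50% at 20 µM, limit read from the data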;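 further: plate controls were DMSO wells with enzyme for no effect and wells lacking enzyme for full effect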
Target sequence (Q9GZU7 76-261 limits assumed): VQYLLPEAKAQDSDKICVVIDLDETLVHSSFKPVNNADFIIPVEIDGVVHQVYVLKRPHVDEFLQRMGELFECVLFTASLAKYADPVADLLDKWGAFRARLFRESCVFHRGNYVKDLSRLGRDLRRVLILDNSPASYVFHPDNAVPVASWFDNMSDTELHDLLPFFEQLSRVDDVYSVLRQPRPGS
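Incubation: 45 min enzyme reaction at room temperature / System: truncated SCP-1 phosphatase (76-261aa) / Reagent: Phospho 17-mer peptide substrate / Buffer or medium: Acidic Tris acetate buffer with magnesium and detergent / Signal: absorbance at 630 nm / Doses: one concentration, 20 µM, with 1.0% DMSO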
Neddylation inh: cullin neddylation inhibition; hit rate 0.58% among 360,000; calls only at 25 µM; TR-FRET cullin neddylation, biochemical; in the data active means inhibition above about 36%
SUMO1 PPI mod: SUMO1-SIM interaction modulation. SUMO1 binding to a labelled peptide, TR-FRET, 1 h. inhibition, % at 20 µM. hit rate 0.33% among 360,000; in the data active means inhibition above about 37%
Target sequence (P63165 whole entry, looked up): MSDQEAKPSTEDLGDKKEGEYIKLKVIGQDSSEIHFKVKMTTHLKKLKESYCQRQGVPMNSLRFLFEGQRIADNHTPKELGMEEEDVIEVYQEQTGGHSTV
Tb MetRS inh: Trypanosoma brucei MetRS inhibition | purified T. brucei MetRS, ATP depletion, Kinase-Glo luminescence | inhibition, % at 11.9 µM | hit rate 0.4% among 360,000 | AID 624268;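 active means inhibition above a per-plate cutoff of the control wells' mean inhibition plus 3 SD, cut at about 5.5% in these data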;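 further: 0% = DMSO wells median and 100% = median of wells with control inhibitor compound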
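Material: parasite MetRS enzyme / Replication: singlicate, one well per compound / Signal: luminescence of leftover ATP / Schedule: 2 h aminoacylation at 25 °C after 15 min preincubation / Medium: HEPES-MgCl2-KCl buffer plus DTT, spermine, BSA, pyrophosphatase / Doses: 11.9 µM single point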
DNMT1 block: DNMT1 (human) enzyme inhibition; P26358; DNMT1 molecular beacon, Hinp1I cleavage, fluorescence; inhibition (reported as % activation of signal), % at 10 µM; hit rate 0.83% among 360,000; AID 588458; in the data active means inhibition above about 50%
NadD block: inhibitors of Staphylococcus aureus NadD. purified NadD enzyme, colorimetric absorbance read-out. inhibition, % at 20 µM. hit rate 0.78% among 360,000. AID 602399; in the data active means inhibition above about 26%; further: some compounds past the cut are filed as inactive
SKN-1 inh: inhibitors of C. elegans SKN-1. C. elegans VP596 Pgst-4::GFP/RFP ratio, acrylamide-induced, 24 h. inhibition, % at 21.8 µM. hit rate 0.49% among 360,000;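 active means interference check ratio from 0.5 to 1.5 plus GFP to RFP signal ratio inhibition reaching or exceeding a fixed threshold, cut at about 30% in these data, passing the limit was not always enough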; further: some compounds called inactive have numbers as strong as hits
CendR NRP1 mod: alters CendR peptide binding to human NRP-1; FAM-RPARPAR peptide binding to NRP-1, fluorescence polarization; hit rate 0.85% among 360,000; inhibition, % at 25 µM; O14786;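 active means inhibition or corrected inhibition above about 18%, plus a signal ratio from 0.5 to 1.5, limit read from the data, passing the limit was not always enough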; further: strong numbers were not always called active
Active calls of the source: *; i = inactive; / = not tested or not shown.

LMPTP block	STEP inh	Scp-1 inhibitor	Neddylation inh	SUMO1 PPI mod	Tb MetRS inh	DNMT1 block	NadD block	SKN-1 inh	CendR NRP1 mod	SMILES
0.8	0	-14	i	1	-0.5	-5	-7	3	4	COc1ccc(C2C(Oc3ccccc3)C(=O)N2c2cc(C)ccc2C)cc1OC (stereo unspecified)
-0.8	-3	4	i	9	-0.6	2	5	-3	-2	O=C(NCc1cccs1)C1CCN(S(=O)(=O)N2CCCC2)CC1
-3.0	1	1	i	-4	-0.3	-1	-6	8	2	CSc1cccc(NC(=S)N(CCCN2CCCC(C)C2)Cc2cccs2)c1 (stereo unspecified)
-0.8	-1	-7	i	1	-1.0	-3	-6	-5	-7	CC(=O)Nc1ccc(/C=N/NS(=O)(=O)c2cc(C)ccc2C)cc1
-6.7	0	-17	i	-4	-0.3	2	-12	-4	3	CCN1CCN(CC(O)COC(c2ccccc2)c2ccccc2C)CC1 (stereo unspecified)
-1.4	4	-1	i	1	2.9	2	1	12	9	Cc1cc(Cl)ccc1OCCCC(=O)N1CCOCC1
-1.7	6	4	i	1	-0.8	-1	0	6	4	O=C(N/N=C\c1ccc(S(=O)(=O)O)o1)c1ccc2c(c1)OCO2
1.1	-17	2	i	0	-0.2	-6	-8	-3	5	O=C(COc1ccccc1)NCCn1ccc2ccccc21
0.0	0	-7	i	-2	-0.1	-2	2	4	-48	Cc1ccc(C(=O)Nc2cccc(N3C(=O)C4CCC(C)CC4C3=O)c2)cc1 (stereo unspecified)
0.5	1	4	i	-30	-1.0	0	4	5	-2	CCN(CC)C(=O)CSC1=C(C#N)C(c2cccs2)C=C(C)N1 (stereo unspecified)
-0.7	0	-3	i	1	-0.3	-1	4	-21	5	O=C(Nc1cccc(F)c1)c1cc(S(=O)(=O)N2CCOCC2)ccc1N1CCCC1
0.5	2	-2	i	2	-1.8	-12	-2	-1	-10	COc1ccc(CCNC(=O)C2CCN(Cc3nc(-c4ccccc4F)oc3C)CC2)cc1OC
-1.7	-1	2	i	0	-0.5	0	2	10	7	CCN1CCN(C(=S)NCC2CCCO2)CC1 (stereo unspecified)
-0.4	0	1	i	4	0.3	0	-1	-14	-4	Cc1ccc(C)c(N(C(=O)c2csnn2)C(C(=O)NC2CCCCC2)c2cccnc2)c1 (stereo unspecified)
0.0	0	34	i	8	0.3	0	0	0	0	Cc1cc(Cl)c2oc(C(=O)NC3CCC(O)CC3)c(C)c2c1 (stereo unspecified)
-1.7	-4	-4	i	4	-0.2	1	0	-6	-11	COc1ccc(CNC(=O)C2CCC(CNc3c(N4CCC(C)CC4)c(=O)c3=O)CC2)cc1 (stereo unspecified)
-0.4	15	-13	i	1	-0.5	-3	-1	5	-9	CN(C)C(=S)c1ccc(N(C)C)cc1
3.4	-6	-13	i	8	0.5	-9	9	17	20	O=C(Nc1ccc2ccccc2c1)Nc1ccc2snnc2c1
0.7	1	-6	i	4	0.0	0	-2	-1	3	Cc1nn(-c2ccc(N3CCOCC3)nn2)c(C)c1CCC(=O)NCc1ccccc1
2.9	0	-5	i	0	-0.6	1	-3	-3	-18	COc1ccc(Cl)cc1C(=O)NC1=NCCS1
-1.1	-5	-2	i	0	-0.3	-2	-3	-1	-2	CCn1cc(CNC(=O)CCc2nnc(CCC3CCCCC3)o2)cn1
0.2	-4	-5	i	3	-1.6	-3	-5	1	-1	C=CCNC(=O)c1snnc1-c1ccccc1
-1.8	0	-5	i	3	0.0	-3	-3	1	-8	c1ccc(-c2cnc(CSc3nnc4ccccn34)o2)cc1
-0.1	1	-7	i	-6	0.9	-14	-6	18	6	CC1(C)N=C(SCC(=O)Nc2ccc(Cl)cc2Cl)C(c2ccccc2)=N1
-2.1	0	17	i	-4	-0.2	5	4	5	8	Cc1c(C(=O)Nc2ccc(Cl)cn2)oc2ccccc12
-0.1	0	-5	i	5	-0.7	-3	-2	14	18	COC1CCCN(C(=O)c2cccc(OC3CCN(S(C)(=O)=O)CC3)c2)C1 (stereo unspecified)
0.4	0	-1	i	3	-0.4	1	-8	14	8	N#Cc1c(-c2ccc(Cl)cc2)ccnc1N1CCOCC1
-1.4	18	-4	i	3	-0.7	-1	-6	3	0	Cc1cc(C)c(NC(=S)N(CCN2CCCCC2)Cc2ccco2)c(C)c1
1.6	3	-7	i	-10	0.4	1	-1	10	7	Cc1cc(C(=O)N/N=C/c2cccc3ccccc23)c(C)o1
1.3	3	0	/	0	0.1	5	9	-10	10	Cc1cc(C)c2nc(-c3ccccn3)cc(C(=O)N3CCCC3)c2c1
-2.2	-4	1	i	-10	-0.8	8	1	4	16	NC(=O)C1CCN(C(=O)Cc2ccc([N+](=O)[O-])cc2)CC1
1.7	2	-8	i	1	0.4	-1	4	4	6	O=C(c1cn2ccccc2n1)N1CCCC(Nc2ccc(F)c(F)c2)C1 (stereo unspecified)
1.8	2	-4	i	4	0.1	2	-7	1	-19	Cc1ccc(-c2nc(C(=O)NC3CCCCCC3)no2)cc1
-1.2	2	0	i	-2	-0.1	-7	-3	9	-9	O=C(CCc1nc(-c2ccccc2Cl)no1)NCc1ccco1
-1.0	-3	-3	i	4	-0.2	-3	0	5	8	Cc1[nH]c(SCC(=O)c2c(N)n(C)c(=O)n(C)c2=O)nc1Cc1ccccc1
2.3	-2	-15	i	-5	-0.4	-15	-3	-1	2	Cc1ccc(S(=O)(=O)NC2c3cccc4cccc(c34)C2Sc2ncccn2)cc1 (stereo unspecified)
-0.2	-1	0	i	-4	-2.0	1	1	-41	3	O=C(NC1CCCC1)c1cccc(S(=O)(=O)N2CCCCC2)c1
-1.7	3	1	i	-3	-0.5	0	2	3	6	Nn1c(SCc2ccccn2)nncc1=O
-0.6	0	-5	i	-6	-0.6	1	5	6	10	CCOC(=O)N1C=CC=C[C@@H]2[C@@H](N3C(=O)c4ccccc4C3=O)C(=O)N21
2.9	/	/	i	1	0.0	/	/	4	1	CCC(c1nc2ccccc2[nH]1)n1c(-c2ccc3ccccc3c2)nc2ccccc21 (stereo unspecified)

The closing 2 compounds of the part before come first, to join the parts.
LMPTP block	STEP inh	Scp-1 inhibitor	Neddylation inh	SUMO1 PPI mod	Tb MetRS inh	DNMT1 block	NadD block	SKN-1 inh	CendR NRP1 mod	SMILES
-0.6	0	-5	i	-6	-0.6	1	5	6	10	CCOC(=O)N1C=CC=C[C@@H]2[C@@H](N3C(=O)c4ccccc4C3=O)C(=O)N21
2.9	/	/	i	1	0.0	/	/	4	1	CCC(c1nc2ccccc2[nH]1)n1c(-c2ccc3ccccc3c2)nc2ccccc21 (stereo unspecified)
-0.9	-6	-10	i	1	-1.3	2	-2	-11	14	Cc1ccc(C)c(C(=O)COC(=O)CN2C(=O)C3C4C=CC(C4)C3C2=O)c1 (stereo unspecified)
0.2	-1	-3	i	3	0.5	-8	1	-11	9	C[C@@H](OC(=O)c1[nH]cnc1C(=O)N1CCc2ccccc2C1)c1ccccc1
-0.3	0	/	i	3	-0.3	0	4	1	2	CC(C)CC1C(=O)N(Cc2cn(CCC3OCCO3)nn2)CCS(=O)(=O)N1Cc1ccc(-c2cccc(CO)c2)cc1 (stereo unspecified)
0.1	-2	-5	i	0	-0.4	6	-1	11	7	Cc1ccc(C(=O)CCS(=O)(=O)c2ccc(F)cc2)cc1
2.3	0	-5	i	2	-0.1	-25	0	11	-5	COc1ccc(NS(=O)(=O)c2cc(NC(=O)c3cnc(C)cn3)ccc2N2CCCC2)cc1
-4.0	-2	-2	i	-24	-0.4	2	-4	8	-1	C#CCOCCOCCOCCNc1nc(N2CCN(C(=O)[C@H]([C@@H](C)CC)n3cc(CCCCN)nn3)CC2)nc(N2CCN(C(=O)[C@H](CCCCN)n3cc(CCCC)nn3)CC2)n1
0.3	-1	-1	i	-1	-2.5	6	3	5	-3	COCCNc1ccc(S(=O)(=O)N2CCCC2)cn1
-0.3	-1	/	i	1	0.2	0	-2	1	4	Cc1cccc(C)c1C(O)c1ncc(-c2ccccc2C(F)(F)F)[nH]1 (stereo unspecified)
-1.3	-5	2	i	-1	-0.1	1	-4	1	12	Cc1cc(Br)ccc1S(=O)(=O)n1ccnc1C
-1.7	3	0	i	1	-1.0	59*	-1	-3	2	COc1ccc(C2C(C(=O)c3ccccc3)=C(C)Nc3nc4ccccc4n32)cc1OC (stereo unspecified)

Sorted by SMILES length (smallest number first): some entries from above.
LMPTP block	STEP inh	Scp-1 inhibitor	Neddylation inh	SUMO1 PPI mod	Tb MetRS inh	DNMT1 block	NadD block	SKN-1 inh	CendR NRP1 mod	SMILES
0.2	-4	-5	i	3	-1.6	-3	-5	1	-1	C=CCNC(=O)c1snnc1-c1ccccc1
-0.1	1	-7	i	-6	0.9	-14	-6	18	6	CC1(C)N=C(SCC(=O)Nc2ccc(Cl)cc2Cl)C(c2ccccc2)=N1
2.3	0	-5	i	2	-0.1	-25	0	11	-5	COc1ccc(NS(=O)(=O)c2cc(NC(=O)c3cnc(C)cn3)ccc2N2CCCC2)cc1

(more compounds)
LMPTP block	STEP inh	Scp-1 inhibitor	Neddylation inh	SUMO1 PPI mod	Tb MetRS inh	DNMT1 block	NadD block	SKN-1 inh	CendR NRP1 mod	SMILES
0.9	1	-3	i	1	0.1	-1	-4	-4	7	Cc1snc(SCc2ccc(F)cc2)c1C#N
-1.7	7	-1	i	-3	-0.4	-2	-5	4	-9	Cc1cc(C)nc(SCC(=O)Nc2cccc(S(=O)(=O)N(C)C)c2)n1
0.9	4	-3	i	i	0.1	10	-1	8	-4	O=C(CSc1ncnc2c1oc1ccccc12)Nc1ccccc1F
-0.2	3	-7	i	-11	2.2	0	3	7	7	Cn1cccc1/C=C(/C#N)c1ccc(F)cc1
-1.1	-2	-14	i	-3	-0.3	0	-1	-6	-7	N#Cc1c(-n2ccnc2)cccc1-n1ccnc1
0.5	1	-5	i	-7	-0.7	3	-4	1	8	CCOc1ccc2c(c1)c(N=NC(=N)N)c(O)n2C
1.2	1	6	i	-1	-0.2	-5	1	3	6	CC1CCCN(C(=O)C(C)Nc2cc(Cl)ccc2N2CCOCC2)C1 (stereo unspecified)
-1.5	0	/	/	-4	-0.3	2	-11	-8	7	Cc1cc(OC(C)C(=O)NC2CC(C)(C)NC(C)(C)C2)c2c(C)c(C)c(=O)oc2c1 (stereo unspecified)
2.4	-2	-1	i	1	-0.3	-3	-8	6	3	CC(C(=O)NCc1ccco1)n1ccc2cc(S(=O)(=O)N3CCCCC3)ccc21 (stereo unspecified)
0.3	1	1	i	-8	-0.9	-4	-7	8	-2	CC(=O)OCCSc1c(-c2ccccc2)c2cc(Cl)ccc2[nH]c1=O
0.3	1	-6	i	3	0.1	-7	-2	6	-13	N#C/C(=C(/O)c1ccc(F)cc1)c1nc2ccccc2s1

Outcome played no part in choosing rows; about 4.6% have a hit in one of these screens.
